# H9c2 protect – cardioprotection against H2O2-induced cell death, primary screen, uHTS, H9c2 cells, ATPLite luminescence | H9c2 cardiomyocytes, H2O2 injury protection, 2 h | protection from H2O2 cell death, % at 20 µM | actives 0.63% (n = 360,000) | AID 588492, 2011;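 active means compounds giving at least 50% protection of heart cells from peroxide-induced death in the single-dose screen, raw or plate-pattern-corrected value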;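 further: 0% = DMSO wells with peroxide and 100% = DMSO wells without peroxide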
# m5-HT2A agonist – mouse Htr2a agonists via beta-arrestin recruitment, primary screen, cell-based, luminescence; 5-hydroxytryptamine receptor 2A (Mus musculus), P35363; CHO-K1 mHTR2A beta-arrestin complementation; percent of 30 µM serotonin response; activation, % at 7.6 µM; actives 0.66% (n = 360,000);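 active means activation above a run cutoff, the mean activation of all tested compounds plus 3 SD, cut at about 14% in these data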;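 further: 0% = plate median of compound wells and 100% = 30 µM serotonin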
# Target sequence (P35363 whole entry, looked up): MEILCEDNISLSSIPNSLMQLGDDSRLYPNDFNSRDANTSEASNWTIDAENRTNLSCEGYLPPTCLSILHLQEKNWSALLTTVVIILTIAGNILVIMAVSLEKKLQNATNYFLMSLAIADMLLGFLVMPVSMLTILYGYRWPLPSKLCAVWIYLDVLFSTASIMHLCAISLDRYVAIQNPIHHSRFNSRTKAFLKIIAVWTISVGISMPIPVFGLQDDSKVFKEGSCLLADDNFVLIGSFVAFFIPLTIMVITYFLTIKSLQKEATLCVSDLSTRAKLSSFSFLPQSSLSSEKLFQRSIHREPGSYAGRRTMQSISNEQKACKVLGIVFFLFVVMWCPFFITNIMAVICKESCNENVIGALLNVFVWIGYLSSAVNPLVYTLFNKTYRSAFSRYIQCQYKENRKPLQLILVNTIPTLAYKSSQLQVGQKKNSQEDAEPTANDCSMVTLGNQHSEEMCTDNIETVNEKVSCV
# CaV13 ICDI inh – Disruptors of the CACNA1D IQ motif to Ca2+-dependent inactivation inhibitor domain association, primary screening, Förster resonance energy transfer in intact living … | HEK cells, CFP/YFP FRET ICDI-IQ, plate reader, 10 min; percent FRET-ratio fall versus neutral wells | inhibition, % at 12.3 µM | actives 0.098% (n = 340,000);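 active means mean replicate inhibition of at least 30% and at least 1% of replicates passing that level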;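 further: 0% = median of the neutral control wells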
# MC4R antagonist – MC4R antagonists of cAMP signaling, primary screen, cell-based, TR-FRET, antagonist arm of biased-ligand search; Melanocortin receptor 4 (Homo sapiens), P32245; AID 540295, 2011; actives 0.48% (n = 360,000); inhibition, % at 6.5 µM; MC4R-expressing cells, MTII-stimulated cAMP, LANCE TR-FRET;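 active means inhibition above its plate's cutoff, the mean of tested wells on that plate plus 3 SD, cut at about 29% in these data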;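 further: 0% = Melanotan II alone and 100% = Melanotan II plus saturating MCL0020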
# Target sequence (P32245 whole entry, looked up): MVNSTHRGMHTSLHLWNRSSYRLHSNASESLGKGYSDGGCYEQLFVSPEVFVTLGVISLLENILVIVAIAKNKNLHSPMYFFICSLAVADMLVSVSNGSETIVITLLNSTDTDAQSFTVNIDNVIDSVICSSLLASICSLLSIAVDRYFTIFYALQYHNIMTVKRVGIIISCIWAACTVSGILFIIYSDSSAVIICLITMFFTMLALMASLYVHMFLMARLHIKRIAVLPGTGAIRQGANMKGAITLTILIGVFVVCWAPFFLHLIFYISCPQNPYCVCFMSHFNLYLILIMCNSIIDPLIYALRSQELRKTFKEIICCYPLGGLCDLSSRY
#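 Material – human MC4R-expressing U2OS cells · Repeats – no replicates · Detection – TR-FRET with Eu-cAMP and labeled anti-cAMP, 671 nm · Times – compound 30 min, challenge 1 h, detection 1 h · Compound – single nominal compound dose of 6.5 µM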
# Vif inh – HIV Vif self-association inhibitors, primary screen, imaging, HEK293T, single point; HEK293T cells, Vif self-association by quenched fluorescence, 24 h; inhibition, % at 7.49 µM; actives 0.35% (n = 340,000); AID 602346, 2012; in the data active means inhibition above about 50%, passing the limit was not always enough; further: some results filed as inactive read as strong as hits
# aDG glyco act – activators of alpha-DG glycosylation, primary screen, uHTS, Pro5-aDG cells, AlphaScreen; alpha-DG glycosylation AlphaScreen (IIH6); 0% Pro5, 100% B10-LARGE cell signal; actives 0.22% (n = 360,000); activation, % at 10 µM; AID 624168, 2012;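 active means activation of at least 8% versus controls, or a plate z-score of at least 8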;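 further: Pro5 are CHO cells carrying HIG-tagged alpha-DG that lacks glycosylation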
# PDI inh – inhibitors of human PDI, primary screen, biochemical, turbidity, single point, plate reader. Protein disulfide-isomerase (Homo sapiens), P07237. PDI insulin aggregation turbidity, A650, 90 min. inhibition, % at 10 µM. actives 0.052% (n = 350,000);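 active means mean inhibition across replicates of 30% or more, whatever share of single replicates reach that level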;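 further: absorbance from insulin aggregation driven by PDI reduction with DTT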
# ABCB6 inh 2 – ABCB6 transporter inhibitors, primary screen, K562-ABCB6 cells, flow cytometry, MLPCN library | actives 0.19% (n = 360,000) | K562-ABCB6 porphyrin accumulation, 1 h; hits give low values | fluorescence ratio to DMSO, % at 10 µM;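 active means fluorescence ratio to DMSO below 75%, the collection mean minus 3 SD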;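 further: signal is porphyrin accumulated inside mitochondria; 100% equals median channel fluorescence of DMSO control wells; lower ratio means ABCB6 inhibition with less porphyrin fluorescence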
# N-glyco inh – increase of ERlucT glycosylation luciferase signal, primary screen, N-linked glycosylation inhibitor project, D54 ERlucT cells, luminescence, set 2; D54 ERlucT glycosylation luciferase reporter, 24 h; percent of 100 nM tunicamycin response; reporter increase, % at 12.5 µM; actives 0.23% (n = 360,000); AID 588692, 2011;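 active means mean luciferase reporter signal, scaled so untreated is 0 and the glycosylation-blocking control 100, at or above a set limit in every replicate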;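 further: luciferase carries N-glycosylation sites so blocking glycosylation raises the light; 0% = median of neutral control wells and 100% = median of 100 nM tunicamycin wells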
# MC4R barr agon – MC4R agonists recruiting beta-arrestin, primary screen, cell-based, luminescence, agonist arm of biased-ligand search | Melanocortin receptor 4 (Homo sapiens), P32245 | U2OS MC4R beta-arrestin complementation; percent of melanotan II response, DMSO zero | activation, % at 8.9 µM | actives 0.98% (n = 360,000);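 active means activation above a per-plate cutoff, the mean activation of sample wells on that plate plus 3 SD, cut at about 8% in these data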
# Starred values were filed as active, the others as inactive; . = not tested or not shown.
SMILES,H9c2 protect,m5-HT2A agonist,CaV13 ICDI inh,MC4R antagonist,Vif inh,aDG glyco act,PDI inh,ABCB6 inh 2,N-glyco inh,MC4R barr agon
Cc1cc(C)c(C(=O)N2CCCC(Nc3ccc(F)cc3)C2)o1 (stereo not drawn),-1,0,-7,3,12,0.0,-14,97,1,-1.8
O=C(CCN1C(=O)C2CC=CCC2C1=O)Nc1ccccc1Cl (stereo not drawn),3,2,-6,-1,-4,-0.3,3,98,1,-1.4
CN(C)C(=O)COC(=O)c1cccnc1Nc1ccccc1F,0,1,-3,2,1,-0.1,6,95,-1,-2.1
CCCNC(=O)Cn1cnc2sc(C(=O)N3CCN(Cc4ccc5c(c4)OCO5)CC3)c(C)c2c1=O,-2,1,-5,20,-2,-0.3,0,97,-6,-2.2
COc1ccc(C(=O)C2CCCN(C(=O)C3CCOCC3)C2)cc1OC (stereo not drawn),-2,-4,-2,8,-10,-0.1,-3,100,3,0.8
O=C(CNC(=O)C1COc2ccccc2O1)N/N=C\c1ccccc1Cl (stereo not drawn),-8,3,-7,0,-1,-0.6,9,98,-1,-2.8
COc1ccccc1NC(=S)N1CCCc2ccccc21,-2,2,-1,7,-5,-0.3,5,100,-4,-0.8
C=CCNC(=O)c1cc(Cl)cc(Cl)c1,-4,1,-23,-5,0,0.0,-1,110,-1,-2.3
CCN1CCN(C(=S)NC(CC(=O)c2ccccc2)c2ccccc2)CC1 (stereo not drawn),6,-3,-5,-1,2,0.3,6,102,0,-0.4
Cc1cc(F)ccc1S(=O)(=O)Nc1ccccc1C(=O)Nc1ccc2[nH]c(=O)[nH]c2c1,14,3,.,1,3,1.5,9,91,-1,-0.3
CC1Cc2ccccc2N1C(=O)/C=C/c1cccc(F)c1 (stereo not drawn),-8,0,.,5,-4,0.3,0,99,-5,-3.1
Nc1ccc2c(c1)OC1(CCCC1)O2,-8,3,-7,-2,5,-0.2,-8,99,-16,-2.9
O=C(NCc1ccco1)C(c1cccs1)N(C(=O)Cc1cccs1)c1ccccc1 (stereo not drawn),19,-8,.,5,-5,-0.1,1,90,-4,-0.3
O=C(Nc1ccc(OC(F)(F)F)cc1)c1ccc2ccccc2n1,-11,-9,-5,5,-4,0.2,-5,94,0,-1.8
CCC(=O)N1CCc2cc(S(=O)(=O)CCC(=O)N3CCN(c4ccc(Cl)cc4)CC3)ccc21,-11,6,-7,-3,-14,1.5,2,96,-1,-2.5
Cc1cc(C)c(S(=O)(=O)Nc2nnc(CC(C)C)s2)c(C)c1,-6,4,-2,13,4,-0.2,5,103,2,-0.3
Cc1ccc(NS(=O)(=O)c2ccc(-c3coc(C)n3)cc2)c(Cl)c1,-9,5,-6,5,.,0.1,3,97,1,-2.1
CCCCN(C)C(=O)c1sc(=O)n(Cc2cc(Cl)ccc2OC)c1C,-4,17*,2,11,-6,0.1,5,98,-7,-0.1
CCCCCCOC(=O)c1ccccc1NC(=O)/C=C/C(=O)O,-5,2,-3,8,2,0.0,0,92,-1,-0.6
Cn1c(CNc2ccc(Cl)cc2)nnc1SCc1ccccc1,-4,-8,-3,0,-3,-0.1,6,90,0,2.0
COc1ccccc1N(C(=O)c1ccco1)C(C(=O)NC1CCCC1)c1cccnc1 (stereo not drawn),11,4,.,5,-23,0.1,-2,102,0,-0.3
COC(=O)c1ccc(NC(=O)CC2C(=O)N(c3ccc(C)cc3)C(=O)N2CC(C)C)cc1 (stereo not drawn),16,1,-8,1,0,0.0,4,102,1,-0.2
COc1ccc(S(=O)(=O)NCC2CCCN(Cc3ccc(O)cc3)C2)cc1 (stereo not drawn),0,-7,-2,9,-3,-0.1,2,101,1,-2.1
COc1ccc(NC(=O)COC(=O)CCc2ccc(S(=O)(=O)N3CCOCC3)cc2)cc1OC,2,-3,-6,5,-4,-0.1,6,99,3,-0.3
Cc1ccc(C(=O)Nc2ccc(S(=O)(=O)N3CCCC3)cc2)s1,-5,-7,-7,9,-13,-0.1,0,100,-2,-0.3

# Grouped by structure, those above containing a furan ring, fused or not (3)
SMILES,H9c2 protect,m5-HT2A agonist,CaV13 ICDI inh,MC4R antagonist,Vif inh,aDG glyco act,PDI inh,ABCB6 inh 2,N-glyco inh,MC4R barr agon
Cc1cc(C)c(C(=O)N2CCCC(Nc3ccc(F)cc3)C2)o1 (stereo not drawn),-1,0,-7,3,12,0.0,-14,97,1,-1.8
O=C(NCc1ccco1)C(c1cccs1)N(C(=O)Cc1cccs1)c1ccccc1 (stereo not drawn),19,-8,.,5,-5,-0.1,1,90,-4,-0.3
COc1ccccc1N(C(=O)c1ccco1)C(C(=O)NC1CCCC1)c1cccnc1 (stereo not drawn),11,4,.,5,-23,0.1,-2,102,0,-0.3

# Further structures
SMILES,H9c2 protect,m5-HT2A agonist,CaV13 ICDI inh,MC4R antagonist,Vif inh,aDG glyco act,PDI inh,ABCB6 inh 2,N-glyco inh,MC4R barr agon
COc1ccc(CCC(=O)Nc2nc(C)c(C(=O)N(C)C)s2)cc1,3,2,-3,-2,-1,3.2,14,90,-1,-2.7
O=C1NC(c2cc(Cl)cc([N+](=O)[O-])c2O)Nc2ccccc21 (stereo not drawn),-11,2,-4,24,.,0.0,-4,100,-1,3.2
Cc1ccc2oc(C(=O)N(C)Cc3ccon3)c(C)c2c1,-3,-2,-2,1,-3,0.2,1,97,-3,0.5
CCc1ccc(NC(=S)N2CCC(NC(=O)c3ccccc3OC)CC2)cc1,-6,0,-3,18,12,0.1,-4,97,3,-2.0
Cc1ccc(C(=O)NC2CC(C)(C)NC(C)(C)C2)cc1C,4,2,-4,-1,-12,-0.1,2,99,0,-0.2
CCOc1cccc(C(=O)Nc2ccncc2)c1,-30,0,4,10,-11,0.8,3,101,-1,-0.8
C#CCOCCOCCOCCNc1nc(N2CCN(C(=O)[C@H]([C@@H](C)CC)n3cc([C@@H](N)CC(C)C)nn3)CC2)nc(N2CCN(C(=O)[C@H](CCCCN)n3cc([C@@H](N)C(C)CC)nn3)CC2)n1 (stereo partly drawn),3,-3,.,9,-3,-0.2,0,98,1,-1.1
COc1cccc(-c2cc3nc(-c4ccccc4)cc(N4CCC5(CC4)OCCO5)n3n2)c1,28,5,-8,23,-5,0.3,-1,99,3,0.5
O=C(c1ccco1)N(CCCN1CCOCC1)c1nc(-c2ccc(Cl)cc2)cs1,36,0,.,22,-9,-0.2,-4,92,-5,-1.8
Cc1nn(CC(=O)NCCCN2CCCCC2C)c(=O)c2cccn12 (stereo not drawn),0,3,-14,10,13,-0.3,-1,99,1,1.2
CC1(C(=O)NCc2ccco2)Cc2c(-c3ccccc3)ccnc2O1 (stereo not drawn),-6,0,-4,-15,-19,0.8,-5,95,16,2.2
COc1ccccc1C(=O)NC(=O)CSc1nncn1C(C)C,8,-1,-6,6,-10,-0.3,2,96,2,0.7
c1cncc(-c2noc(CC3CCCCC3)n2)c1,1,1,-3,6,.,-0.1,4,96,-5,-0.2
CCN1C(=O)C2(Nc3ccccc3-c3nc4ccccc4n32)c2cc(OC)ccc21 (stereo not drawn),1,-2,-4,18,-11,0.0,20,98,-6,-1.7
CCC(=O)NCCCNc1nc2c(C)cccc2cc1C#N,-3,3,46*,-5,12,-0.2,-10,102,4,-2.3
Cn1/c(=N/NC(=O)c2cccc(OC(F)F)c2)sc2ccccc21,1,1,-5,5,-10,-0.2,3,105,4,-1.0
CCn1cc(C(=O)O)c(=O)c2cc(F)c(N3CCN(C(=S)NC(=O)c4cccc(C)c4)CC3)cc21,20,1,-2,9,0,0.1,3,97,1,-1.7
Cc1ccc(C)c(OC(=O)CN2C(=O)c3ccccc3C2=O)c1,6,-4,14,11,6,0.2,-2,95,3,3.0
CCN(CC)CCCN=C1N[C@@H](c2cccc(C(F)(F)F)c2)C(C(=O)OC)=C(C)N1CC,0,4,-4,4,19,-0.1,-7,95,-1,-1.7
CC(=O)Nc1ccc(C(=O)Nc2nnc(CCc3ccccc3)s2)cc1,-1,5,-4,-2,7,-0.1,2,98,1,0.6
Nn1c(SCc2cccc(F)c2)nnc1-c1cccnc1,5,-1,16,7,-7,-0.2,4,98,8,1.6
CCCC1C(C#N)=C(N)Oc2n[nH]c(C(C)(C)C)c21 (stereo not drawn),-19,7,.,3,-5,0.0,8,107,3,0.5
CCN(CCCNC(=O)Cn1ncc2c(=O)oc3ccccc3c21)c1cccc(C)c1,-18,12,-4,7,.,0.2,.,96,-1,9.4*
C[C@H](O)[C@@H]1C(=O)N2CCc3ccc(-c4cccc(F)c4)cc3[C@@H]2C[C@@H]1N(C)S(=O)(=O)c1ccccc1,18,1,-5,18,.,-0.1,-3,100,-2,4.0
CCOc1c2ccccc2nn1CCO,7,0,-5,5,-4,0.0,-6,101,1,-0.8
# Further entries follow:
SMILES,H9c2 protect,m5-HT2A agonist,CaV13 ICDI inh,MC4R antagonist,Vif inh,aDG glyco act,PDI inh,ABCB6 inh 2,N-glyco inh,MC4R barr agon
O=C(COC(=O)c1cc2c(s1)CCC2)Nc1ccc(F)cc1,1,5,-11,23,8,-0.6,-1,98,0,6.7
Cc1cc(Nc2ccc(Cl)cc2)n(-c2ccccc2)n1,-2,-3,-5,12,-4,0.1,-1,107,-3,1.4
CC1(C(=O)O)CCC(C(=O)Nc2ccc(Cl)c(Cl)c2)C1(C)C (stereo not drawn),-2,0,-5,4,0,-0.1,7,101,3,0.0
Cc1cc(NC(=O)c2ccccc2F)nc2c1c(=O)oc1ccccc12,-5,1,-5,8,0,-0.3,5,92,1,-4.1
CC(C)COP(=O)(c1ccc(N(C)C)cc1)C(O)c1ccc(N(C)C)cc1 (stereo not drawn),-9,-2,-2,8,-11,0.0,-3,102,0,-0.4
Cc1ccc(OCC(O)CNS(=O)(=O)c2ccccc2C(=O)N2CCCCC2)cc1 (stereo not drawn),-4,3,-4,8,-7,0.0,0,88,-3,-1.1
O=C(COC(=O)CCc1ccc(S(=O)(=O)N2CCOCC2)cc1)NC1CCCC1,1,0,-2,3,0,0.6,-3,91,2,-1.4
CN(C)CCN(C)Cc1ccccc1Sc1cccc2ccccc12,-7,-8,-4,-1,-4,2.6,3,88,9,0.0
Cc1cc(C(C)(C)C)cc(C)c1C[n+]1ccc2ccccc2c1,-16,10,-5,0,-6,0.1,2,398,5,0.6
COc1ccc(CCn2c(=S)[nH]c3ccc(N4CCOCC4)cc3c2=O)cc1OC,9,4,-7,11,-5,0.2,4,94,2,-2.5
Cc1cc(Cl)ccc1OCC(=O)N/N=C/c1ccncc1,-4,-10,-3,12,-1,0.0,5,102,-1,3.2
O=C(Cc1n[nH]c(=O)[nH]c1=O)N/N=C/c1cccc(Cl)c1,-5,2,-3,1,-2,-0.1,5,101,2,1.4

# Assay outcomes: PubChem BioAssay, several laboratories
